# Source: PubChem BioAssay (several laboratories)
# p97 inhibitor = inhibitors of human p97 ATPase, primary screen, biochemical. Transitional endoplasmic reticulum ATPase (Homo sapiens), P55072. recombinant p97 ATPase, Kinase-Glo ATP luminescence, 3 h. inhibition, % at 8 µM. 0.42% of 220,000 active. AID 1481, 2009; in the data active = inhibition above about 15%;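 note: 0% = DMSO vehicle and 100% = wells lacking enzyme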
# NPY1 pot ag = NPY-Y1 receptor potentiators or agonists, primary screen, cell-based; activation, % at 3.6 µM; NPY-Y1 expressing cells, potentiator/agonist activation; 0.37% of 220,000 active; Neuropeptide Y receptor type 1 (Homo sapiens), P25929; AID 1304, 2008; in the data active = activation above about 33%, passing the limit was not always enough;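 note: cells stimulated with NPY at EC10 then isoproterenol at EC100; 0% = low agonist plus stimulus and 100% = saturating agonist plus stimulus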
# Target sequence (P25929 whole entry, looked up): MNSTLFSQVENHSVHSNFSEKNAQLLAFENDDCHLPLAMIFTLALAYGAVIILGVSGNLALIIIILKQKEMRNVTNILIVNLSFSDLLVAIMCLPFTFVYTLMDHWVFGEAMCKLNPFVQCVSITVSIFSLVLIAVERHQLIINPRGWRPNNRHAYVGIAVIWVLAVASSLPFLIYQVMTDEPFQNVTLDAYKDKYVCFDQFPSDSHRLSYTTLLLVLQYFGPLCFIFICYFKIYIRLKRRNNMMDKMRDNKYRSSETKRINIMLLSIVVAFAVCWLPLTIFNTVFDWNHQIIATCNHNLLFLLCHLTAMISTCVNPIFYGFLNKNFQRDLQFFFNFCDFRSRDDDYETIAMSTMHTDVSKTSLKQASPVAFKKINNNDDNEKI
# S1P4 antagonist = S1P4 receptor antagonists, primary screen, cell-based. S1P4-expressing cells, antagonist mode, reporter read-out. AID 1510, 2009. 0.26% of 220,000 active. inhibition, % at 4.98 µM; in the data active = inhibition above about 29%;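 note: 0% = wells stimulated with agonist and 100% = vehicle wells without agonist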
# NPY-Y1 antag = NPY-Y1 receptor antagonists, primary screen, cell-based; Neuropeptide Y receptor type 1 (Homo sapiens), P25929; inhibition, % at 3.6 µM; HEK293-CNG Y1 cells, membrane potential fluorescence; NPY at EC95, then isoproterenol; 1% of 200,000 active; AID 1040, 2008;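 active = inhibition above the campaign mean inhibition of all tested compounds plus 3 SD, cut at about 20% in these data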;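 note: 0% = DMSO wells given NPY plus isoproterenol and 100% = isoproterenol alone without NPY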
#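 Benchmarks – high control isoproterenol alone, low control NPY with isoproterenol · Material – HEK293 Y1/CNG channel cell line · Times – dye 3 h, compound 60 min room temperature, stimulation 45 min · Probe or stimulus – NPY (25 nM), isoproterenol (1 µM), Ro 20-1724 (25 µM) · Evaluation – % inhibition of NPY effect · Signal – fluorescence, membrane potential probe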
# S1P4 ag = S1P4 receptor agonists, primary screen, cell-based | S1P4-expressing cell line, agonist reporter assay | activation, % at 4.98 µM | 0.35% of 220,000 active | AID 1509, 2009; in the data active = activation above about 11%;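 note: 0% = DMSO vehicle and 100% = reference agonist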
# eIF4E-4G inh = eIF4E–eIF4G protein interaction inhibitors, primary screen, biochemical, uHTS, TR-FRET, eIF4GI fragment. Eukaryotic translation initiation factor 4E (Mus musculus) + Eukaryotic translation …. TR-FRET eIF4E-eIF4GI(517-606) binding, 2 h. inhibition, % at 21.7 µM. 0.37% of 220,000 active;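 active = inhibition above about 30%, limit read from the data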;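 note: 0% = full FRET control wells and 100% = background wells lacking eIF4GI fragment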
# PGE2 EP2 inh = human EP2 receptor antagonists, primary screen, TR-FRET cAMP, C6 glioma cells; Prostaglandin E2 receptor EP2 subtype (Homo sapiens), P43116; C6 glioma cells expressing human EP2; cells stimulated with saturating PGE2; inhibition, % at 25 µM; 0.52% of 260,000 active;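 active = percent inhibition above 40 after rounding to a whole number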;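 note: rat C6 glioma host cells with rolipram phosphodiesterase inhibitor present; the protocol text gives 20 µM as final concentration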
# NPY-Y2 PAM-ag = NPY-Y2 potentiators or agonists, primary screen, cell-based; Neuropeptide Y receptor type 2 (Homo sapiens), P49146; cells expressing NPY-Y2, potentiator/agonist read-out; activation, % at 3.6 µM; 0.45% of 220,000 active; AID 1359, 2008; in the data active = activation above about 27%;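 note: cells stimulated with NPY near EC25 plus isoproterenol at EC100; 0% = vehicle plus submaximal agonist and 100% = vehicle plus saturating agonist; some results beyond the cut were filed as inactive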
# Target sequence (P49146 whole entry, looked up): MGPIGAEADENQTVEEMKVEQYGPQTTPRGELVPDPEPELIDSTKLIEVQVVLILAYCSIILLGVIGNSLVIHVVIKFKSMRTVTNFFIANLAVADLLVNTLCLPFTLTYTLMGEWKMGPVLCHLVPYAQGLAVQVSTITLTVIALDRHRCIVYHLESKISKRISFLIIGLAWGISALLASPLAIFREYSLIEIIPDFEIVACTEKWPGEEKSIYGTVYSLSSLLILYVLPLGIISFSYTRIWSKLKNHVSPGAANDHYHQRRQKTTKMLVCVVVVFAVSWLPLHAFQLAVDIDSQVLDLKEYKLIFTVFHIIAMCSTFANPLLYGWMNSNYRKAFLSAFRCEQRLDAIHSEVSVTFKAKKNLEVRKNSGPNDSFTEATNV
# EP2 modulator = EP2 receptor modulators, cAMP readout, primary screen, cell-based, HTRF cAMP, PGE2 stimulation; Prostaglandin E2 receptor EP2 subtype (Homo sapiens), P43116; EP2-expressing cells, cAMP HTRF FRET, PGE2 co-stimulation; induction, % at 25 µM; 0.83% of 260,000 active;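 active = compounds whose cAMP rise, as percent of the full-agonist control response, exceeds 60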;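 note: rat C6 glioma line stably carrying human EP2 under a CMV promoter; the protocol text gives 20 µM as final concentration; 100% = response of wells given 1 µM PGE2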
# Starred values were filed as active, the others as inactive; . = not tested or not shown; & = joins results of further samples; [ ] = dose if it differs, or a comment. This is a subset; rates above refer to the full screens.
SMILES,p97 inhibitor,NPY1 pot ag,S1P4 antagonist,NPY-Y1 antag,S1P4 ag,eIF4E-4G inh,PGE2 EP2 inh,NPY-Y2 PAM-ag,EP2 modulator
C#CCOCCOCCOCCNc1nc(N2CCN(C(=O)[C@H](CCCCN)n3cc(C(N)CO)nn3)CC2)nc(N2CCN(C(=O)[C@H](CCC(=O)O)n3cc(C(N)[C@H](C)CC)nn3)CC2)n1 (some centres not stated),10,15,5,-6,0.1,2,.,-10,9
CC(C)N1CC2=C(C1=O)C(c1ccc(O)cc1)NC(=O)N2C (configuration not stated),5,6,-22,-2,0.1,-1,4,10,3
O=C(Cn1nnc(-c2ccccc2)n1)NCc1ccccc1,-4,17,-15,13,3.0,-1[fluorescence artefact?],5,3,7
CCc1nnc(NC(=O)CSc2nc3ccc(OC)cc3[nH]2)s1,0,-9,1,6,-0.5,0,5,-11,-15
C=CCn1c(SCn2nnc3ccccc3c2=O)nc2scc(-c3cccs3)c2c1=O,5,1,5,1,0.9,-15,14,4,18
COc1ccc2c(=O)c(-c3nc(C)cs3)coc2c1,-11,-43,-17,3,1.1,-1,6,-21,-32
O=C(Nc1nc2ccccc2s1)c1ccc2c(c1)OCO2,0,-9,11,2,1.0,6[fluorescence artefact?],8,-15,-4
CCOC(=O)N1CCC(NC(=O)C2CCN(c3ccc(N4CCOCC4)nn3)CC2)CC1,2,7,-10,1,0.0,.,9,1,.
CCCn1nnc(NC(=O)c2cccc(OCc3ccccc3)c2)n1,-8,3,-10,4,-1.6,-4[fluorescence artefact?],13,-13,-7
CNC(=O)CN(Cc1ccccc1)S(=O)(=O)c1ccccc1,5,5,-5,-5,-0.3,-1,7,8,20
CCCCC(C(=O)NC(C)(C)C)N(Cc1ccco1)C(=O)c1snc(C(N)=O)c1N (configuration not stated),2,-2,1,7,1.1,1,9,0,3
Cc1cc(NS(=O)(=O)c2ccc(NC(=O)c3ccco3)cc2)nc(C)n1,4,16,2,-4,0.5,5,6,7,18
Cn1c2c(c(=O)n(C)c1=O)CN(Cc1ccc(F)cc1)CN2,4,8,-10,10,0.3,-2[fluorescence artefact?],9,-2,5
Oc1ccc(C2=NNC(=NCc3ccc4c(c3)OCO4)SC2)c(O)c1,3,0,-7,5,-0.8,-1[fluorescence artefact?],2,0,-9
S=C(NCCc1ccccn1)Nc1ccc(Cl)c(Cl)c1,3,2,-15,-4,0.0,2,4,6,0
Cc1ccc(-n2ncc(Br)c(Br)c2=O)cc1,0,15,103*,-6,1.8,-4,26,-7,15
CCn1nccc1C(=O)Nc1ccc(Cl)c(Cl)c1,-1,7,-9,-5,1.1,-3,8,16,-56
CN(CCOc1ccccc1)CC(=O)Nc1ccc(S(=O)(=O)N2CCCC2)cc1,4,30,6,.,-0.9,-1,10,2,5
COc1ccc(CCN2C(=O)c3cccc4c(C(=O)N5CCCCC5)ccc(c34)C2=O)cc1OC,0,4,-18,8,-0.2,1,6,0,-16
CC(=NC1CCN(Cc2ccccc2)CC1)c1c(O)[nH]c(=O)[nH]c1=O,-2,-2,-7,0,0.8,-3[fluorescence artefact?],6,-13,-3
CSc1sccc1/C=N/O,-3,9,2,.,-0.1,1,8,-26,-4
CCCS(=O)(=O)c1snnc1C,2,-2,-7,2,0.2,-2,16,6,5
Cc1ccc2c(C)nc(SC(C(=O)c3ccccc3)c3ccccc3)nc2c1 (configuration not stated),-8,-16,-10,-5,-0.5,-13,5,-10,12
Cc1cccc(N2CCC(N3CCN(C4CCCCC4)C(CCO)C3)CC2)c1C (configuration not stated),-2,4,-15,6,1.1,-5,3,8,-23
Cc1nc(SC2C=CS(=O)(=O)C2)n[nH]1 (configuration not stated),2,-21,0,1,-1.0,-3,7,-13,4

# Pulled by structure from above (five):
SMILES,p97 inhibitor,NPY1 pot ag,S1P4 antagonist,NPY-Y1 antag,S1P4 ag,eIF4E-4G inh,PGE2 EP2 inh,NPY-Y2 PAM-ag,EP2 modulator
CCCn1nnc(NC(=O)c2cccc(OCc3ccccc3)c2)n1,-8,3,-10,4,-1.6,-4[fluorescence artefact?],13,-13,-7
C#CCOCCOCCOCCNc1nc(N2CCN(C(=O)[C@H](CCCCN)n3cc(C(N)CO)nn3)CC2)nc(N2CCN(C(=O)[C@H](CCC(=O)O)n3cc(C(N)[C@H](C)CC)nn3)CC2)n1 (some centres not stated),10,15,5,-6,0.1,2,.,-10,9
Cc1ccc2c(C)nc(SC(C(=O)c3ccccc3)c3ccccc3)nc2c1 (configuration not stated),-8,-16,-10,-5,-0.5,-13,5,-10,12
S=C(NCCc1ccccn1)Nc1ccc(Cl)c(Cl)c1,3,2,-15,-4,0.0,2,4,6,0
CCc1nnc(NC(=O)CSc2nc3ccc(OC)cc3[nH]2)s1,0,-9,1,6,-0.5,0,5,-11,-15

# More records
SMILES,p97 inhibitor,NPY1 pot ag,S1P4 antagonist,NPY-Y1 antag,S1P4 ag,eIF4E-4G inh,PGE2 EP2 inh,NPY-Y2 PAM-ag,EP2 modulator
CC(C)OC(=O)c1cccc(NC(=O)c2ccccc2)c1,1,13,-6,1,-1.2,1[fluorescence artefact?],3,3,-35
COC(=O)c1cnn(-c2cc(Oc3ccccc3)ncn2)c1N,3,18,-15,1,0.7,1[fluorescence artefact?],7,-10,5
O=C(Nc1ccc(F)c(F)c1)c1ccc(F)c(S(=O)(=O)N2CCOCC2)c1,-4,6,-34,-7,1.7,-8,.,7,-11
O=C(OCCN1CCOCC1)c1cccnc1,3&5,-14&9,-22&-6,1&9,0.5&-2.1,10&1,4&4,-5&7,15&32
COc1cccc(CNC(=O)C2CCCN(c3nc4ccccc4o3)C2)c1 (configuration not stated),-5,-23,1,7,-1.2,0[fluorescence artefact?],-2,-14,-17
Clc1ccc2ncc(-c3nnnn3-c3ccccc3)c(-c3ccccc3)c2c1,-5,-4,-15,1,0.9,-3,7,3,7
CCC(=O)Nc1cccc(-c2csc(-c3ccccc3)n2)c1,2,3,-13,-1,0.7,1[fluorescence artefact?],11,4,4
Nc1ccccc1Sc1nc2ccccc2[nH]1,5,12,-2,-4,1.4,3,7,11,1
O=C1Cc2ccccc2C(c2ccc(Br)cc2)N1 (configuration not stated),0,-13,-3,3,2.1,12[fluorescence artefact?],-1,7,5
O=C(/C=C/c1ccc2c(c1)OCO2)c1ccc[nH]1,-8,2,-14,5,1.4,8[fluorescence artefact?],5,4,-56
CCOc1ccccc1-n1cnc(C#N)c1N,2,2,0,6,-0.3,-4,10,1,29
O=C(O)/C=C/c1cnc2ccccc2n1,-5,-5,-19,4,1.2,-2,6,-13,8
CCOC(=O)C1(Cc2ccccc2C(F)(F)F)CCN(C2CCC2)CC1,-1,-4,-5,13,-0.4,7,3,4,-2
O=[N+]([O-])c1cccc(C(=Nc2cccc(Cl)c2)NO)c1,-3,7,-16,1,2.1,3,4,13,-3
COc1ccc(C(=O)N[C@H](C(=O)Nc2nc3ccccc3[nH]2)C(C)C)cc1,-4,0,-7,2,0.0,0,13,-15,-46
CCNc1nc(Cl)nc(N(NC(C)=O)C(C)C)n1,6,8,1,.,-2.4,0,9,2,11
CC(=O)c1cccc(N/C=C\C(=O)c2ccc(C)cc2)c1,4,0,-8,1,-0.2,2,5,3,-5
CCN(CC)CCCNC(=O)c1ccc(OCC(=O)Nc2ccccc2C(F)(F)F)c(OC)c1,-2,0,-2,-5,1.0,3,10,-9,-37
N#Cc1cnc(NN)nc1,1,4,-6,4,0.3,-1,3,6,6
COc1cccc(C(=O)NC(=S)N2CCN(c3ccc(C(F)(F)F)cc3[N+](=O)[O-])CC2)c1,-2,-24,-13,6,0.3,3,28,-12,-76
COC(=O)CCC(=O)Nc1c(C)n(C)n(-c2ccccc2)c1=O,-3,9,-11,7,1.8,-1,12&9,1,-20&18
O=C(COC(=O)c1cccnc1)c1ccc(Cl)cc1,2,0,-6,-2,-1.0,-6,7,-4,-4
O=C(O)c1cccc(N2CCCCS2(=O)=O)c1,3,-3,4,0,0.9,-9[fluorescence artefact?],0&8,1,2&-6
Cc1ccc(Nc2ncc3c(n2)CC(C)CC3=O)c(C)c1 (configuration not stated),1,8,-9,.,0.1,4,10,-15,14
COc1cc(C(C[N+](=O)[O-])c2c(C)[nH]c3ccccc23)cc(OC)c1OC (configuration not stated),3,8,8,-4,2.4,-4,7,-16,20

# Profiles, looked up by structure.
# O=C(O)c1cccc(N2CCCCS2(=O)=O)c1 across the screens: p97 inhibitor = 3; NPY1 pot ag = -3; S1P4 antagonist = 4; NPY-Y1 antag = 0; S1P4 ag = 0.9; eIF4E-4G inh = -9[fluorescence artefact?]; PGE2 EP2 inh = 0&8; NPY-Y2 PAM-ag = 1; EP2 modulator = 2&-6
# O=C(OCCN1CCOCC1)c1cccnc1 across the screens: p97 inhibitor = 3&5; NPY1 pot ag = -14&9; S1P4 antagonist = -22&-6; NPY-Y1 antag = 1&9; S1P4 ag = 0.5&-2.1; eIF4E-4G inh = 10&1; PGE2 EP2 inh = 4&4; NPY-Y2 PAM-ag = -5&7; EP2 modulator = 15&32

# (listing goes on)
SMILES,p97 inhibitor,NPY1 pot ag,S1P4 antagonist,NPY-Y1 antag,S1P4 ag,eIF4E-4G inh,PGE2 EP2 inh,NPY-Y2 PAM-ag,EP2 modulator
CC(=O)Nc1ccc(NC(=O)C(=O)c2cn(CC(=O)N3CCCCC3)c3ccccc23)cc1,5,12,1,9,1.2,-5,15,3,-41
CC(CCc1ccccc1)NC(=O)c1ccc(NC(=O)c2cccc(Br)c2)cc1 (configuration not stated),3,19,-20,1,0.6,2,5,-5,-22
CNC(=S)NNC(=O)c1ccccc1Cl,5,-1,-5,.,0.3,1,12,18,1
Cc1cc(C(=O)Cn2cnc3cc([N+](=O)[O-])ccc3c2=O)c(C)n1CC1CCCO1 (configuration not stated),6,23,12,7,-1.0,-3,6,-3,-32
O=C(NCc1cccnc1)C(=O)Nc1ccc2c(c1)OCO2,4,-17,1,-1,0.4,5,13&6,-4,15&6
COc1ccc2cc(CN(Cc3ccco3)C(c3nnnn3C3CCCCC3)C(C)C)c(=O)[nH]c2c1 (configuration not stated),4,-8,-2,2,-2.5,-13,11,-5,66*
COC(OC)c1ccnc(-c2ccc(OC(=O)c3ccc(F)cc3)cc2)n1,-2,15,-17,-1,2.1,0,4,8,-6
COc1ccccc1Cn1c(=O)c2ccccc2n2c(Sc3ncnc4sccc34)nnc12,1,-4,-5,6,-1.5,-13,12,0,31
CCN(CC)c1ccc(/C=N/N2CCN(Cc3ccc(C)cc3)CC2)c(O)c1,4,27,-5,0,1.4,1,8,-3,-11
O=C(Nc1nnc(-c2ccco2)o1)c1ccc(N2C(=O)CCC2=O)cc1,1,-1,-7,6,-0.1,2,2,5,-13
O=C(NCc1ccc(Cl)cc1)c1cnn2ccccc12,2,2,-2,2,-1.3,-1,11,-2,0
CCOC(=O)c1ccc(NC(=O)CC2COc3ccccc3O2)cc1 (configuration not stated),-4,-27,14,6,1.2,2,10,-13,-55
